Screening data (PubChem BioAssay)
mHTT-CaM PPI inh: mutant huntingtin-calmodulin interaction inhibitors – biochemical, AlphaScreen, primary screen; P42858; AlphaScreen His-mHTT/GST-CaM binding, luminescence; inhibition, % at 15 µM; 190,000 compounds, 3.6% hits; AID 1671202, 2021;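 further: 0% = both proteins with DMSO and 100% = one protein alone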
Pf apPOL block: Pf-apPOL inhibitors, biochemical, fluorescence; Recombinant Pf-apPOL, molecular beacon fluorescence, 1.5 h; inhibition, % at 10 µM; 210,000 compounds, 0.25% hits
* marks the source's active call; other numbers are inactive results; x = not tested or not shown; & = joins results of further samples. No stated cut-off is given here; in the data, active means inhibition above about 50%; inactive means the rest.

SMILES | mHTT-CaM PPI inh | Pf apPOL block
O=C(Nc1ccc(F)c(F)c1)c1ccc(F)c(S(=O)(=O)NCc2ccco2)c1 | 0 | -21
CCC(=O)N1CCc2nc3c(Cl)cccc3c(C(=O)OC)c2C1 | 5 | 2
COc1ccc2c(c1)OC(=Cc1ccc(Cl)cc1Cl)C2=O | 0 | -7
C=CCNC(=O)c1cc2c(=O)n3cc(C)ccc3nc2n(CC=C)c1=N | -5 | -5
Cc1nn(S(=O)(=O)c2cccc(C(F)(F)F)c2)c(C)c1Sc1nccc(-c2cccnc2)n1 | x | 10
c1ccc(-n2nnnc2SCc2nn[nH]n2)cc1 | 4 | 2
Cn1c(=O)[nH]c2nnc(-c3ccc(Cl)cc3)nc2c1=O | 6 | -3
COc1ccccc1C1CC(c2ccc(C)c(C)c2)Nc2nnnn21 (stereo not drawn) | -5 | -1
COc1ccc(N2CCN(CCNC(=O)c3nc4ccccc4s3)CC2)cc1 | -1 | -1
Cc1ccc(-c2nc3cccnc3n2C2CCN(S(=O)(=O)c3cccnc3)C2)cc1 (stereo not drawn) | 18 | -2
CCOc1ccc2c(C)c(-c3ccccc3)c(=O)oc2c1 | -19 | -9
Cc1ccc(NC(=O)CSc2nc3c(c(=O)n2C)SC(C)C3)cc1Cl (stereo not drawn) | 6 | 0
Cc1noc(-c2nn(C)c3c2CN(C(=O)c2cccc(C(F)(F)F)c2)CC3)n1 | 0 | -2
CC(=O)c1ccc2[nH]c(C(=O)O)c(CCN)c2c1 | 1 | -5
O=C(Nc1cccnc1)c1ccc(Cl)c([N+](=O)[O-])c1 | 4 | -6
O=C(COc1ccccc1[N+](=O)[O-])Nc1ccccc1I | 1 | -3
CCOc1ccc(NC(=O)C2CC(=O)N(CCc3c[nH]c4ccc(F)cc34)C2)cc1 (stereo not drawn) | 16 | 1
Cc1ccc(Cl)cc1NC(=O)CN1CCOCC1 | -2 | -4
COc1ccc(CCNC(=O)C2(C)CCC(=O)N2Cc2ccccc2)cc1OC (stereo not drawn) | 8 | -2
CCOc1ccc(C(=O)Nc2c3c(nn2-c2ccc([N+](=O)[O-])cc2)CSC3)cc1OCC | 19 | -5
C1=C(c2ccccc2)CCN(c2nc3cccnc3s2)C1 | 3 | -7
O=C(Nc1cccc(O)c1)c1cnn2c1NC(c1cccs1)CC2C(F)(F)F (stereo not drawn) | 7 | -2
CCCCN(CC)C(=O)c1ccc(OC)cc1OC | -1 | 0
O=[N+]([O-])c1cc2c(cc1CN1CCN(c3ccc(F)cc3)CC1)OCO2 | 30 | 0
O=C(O)CCCN1C(=O)C(=O)C(=C(O)c2ccccc2)C1c1ccc([N+](=O)[O-])cc1 (stereo not drawn) | 0 | -5

Molecules shown so far that contain a nitro group on carbon, in the order listed:
SMILES | mHTT-CaM PPI inh | Pf apPOL block
O=C(Nc1cccnc1)c1ccc(Cl)c([N+](=O)[O-])c1 | 4 | -6
O=C(COc1ccccc1[N+](=O)[O-])Nc1ccccc1I | 1 | -3
CCOc1ccc(C(=O)Nc2c3c(nn2-c2ccc([N+](=O)[O-])cc2)CSC3)cc1OCC | 19 | -5
O=[N+]([O-])c1cc2c(cc1CN1CCN(c3ccc(F)cc3)CC1)OCO2 | 30 | 0
O=C(O)CCCN1C(=O)C(=O)C(=C(O)c2ccccc2)C1c1ccc([N+](=O)[O-])cc1 (stereo not drawn) | 0 | -5

Single entries from above.
Value of `O=C(Nc1cccnc1)c1ccc(Cl)c([N+](=O)[O-])c1` under Pf apPOL block: -6
Value of `C1=C(c2ccccc2)CCN(c2nc3cccnc3s2)C1` under Pf apPOL block: -7
Value of `Cn1c(=O)[nH]c2nnc(-c3ccc(Cl)cc3)nc2c1=O` under Pf apPOL block: -3
Value of `Cc1ccc(NC(=O)CSc2nc3c(c(=O)n2C)SC(C)C3)cc1Cl` (stereo not drawn) under mHTT-CaM PPI inh: 6

Given with values under each structure: entries from further up
Values run as follows: mHTT-CaM PPI inh, Pf apPOL block
O=[N+]([O-])c1cc2c(cc1CN1CCN(c3ccc(F)cc3)CC1)OCO2
→ 30, 0
CCCCN(CC)C(=O)c1ccc(OC)cc1OC
→ -1, 0

Remaining list, next part
SMILES | mHTT-CaM PPI inh | Pf apPOL block
Oc1oc(-c2ccccc2)nc1C=Nc1ccc(Br)cc1Br | 2 | -4
CCOC(=O)N1CCc2nc(NC(=O)c3cc(Cl)sc3Cl)sc2C1 | -7 | -6
Nc1ccc2oc(-c3cc(I)ccc3Cl)nc2c1 | -18 | -11
CCC1CN2C=NC(N3CCN(C(=O)NCc4cccc(OC)c4)CC3)=CC2=N1 (stereo not drawn) | 0 | -2
Cc1ccc(/C=C2\N=C(c3cc([N+](=O)[O-])ccc3Cl)OC2=O)cc1 | -2 | -7
Cc1cccc(N2CCN(C(=O)C3CCCN(c4cc(=O)n(C)c(=O)n4C)C3)CC2)c1C (stereo not drawn) | 51* | -3
Fc1ccc(-c2cnc3ccccc3n2)cc1 | -24 | -3
C1=C[C@@H]2CCN(Cc3ccccc3)Cc3cccc(c32)C1 | 19 | -3
Cc1ccc(-c2nnc(N3CCC(C(=O)N4CCN(c5cccc(C)c5)CC4)CC3)o2)cc1 | -1 | -3
CSc1c(C#N)c(-c2cc(C(C)(C)C)oc2C)nn1C | x | -4
Cc1cc(NC(=O)C2CCN(C(=O)c3ccco3)CC2)no1 | -10 | 6
Cc1ccc(NC(=O)c2nnn(-c3cccc(C(F)(F)F)c3)c2N)cc1 | -5 | -4
COc1ccccc1OCC(=O)NC1CCS(=O)(=O)C1 (stereo not drawn) | 2 | -5
COc1ccc(CNC(=O)C2CCCN(C(=O)c3ccccc3Cl)C2)c(OC)c1 (stereo not drawn) | 31 | -36
CCOc1ccc(C2CC(c3cc(OC)c(OC)c(OC)c3)n3ncnc3N2)cc1 (stereo not drawn) | 13 | -32
CCC(=O)NCc1nc2c(n1C)CN(S(=O)(=O)c1cccc(F)c1)CC2 | 8 | -6
CCC1CCCCN1S(=O)(=O)c1cc(C)c(C)cc1OC (stereo not drawn) | -10 | 0
CSC1=C(C#N)C(c2ccc(OCc3ccccc3)cc2)CC(=O)N1 (stereo not drawn) | 4 | -6
O=C(Nc1ccc2c(c1)OCO2)C1CCCCC1 | 0 | 3
COc1ccc(CNC(=O)C2(C)Cc3ccccc3C(=O)N2CCC(C)C)cc1 (stereo not drawn) | -10 | -2
Cc1cc(N2CCC(NC(=O)Nc3ccccc3)C2=O)ccc1F (stereo not drawn) | -8 | -5
O=c1c2cc3c(=O)n(-c4ccncc4)c(=O)c3cc2c(=O)n1-c1ccncc1 | 2 | -11
CC1CCCC(NC(=O)CCNS(=O)(=O)c2ccc(Br)cc2)C1C (stereo not drawn) | -3 | -3
CC(C)c1cc(C2CCCN2C(=O)C2CCCC2)on1 (stereo not drawn) | 1 | -1
CC(C)(Oc1ccc(Cl)cc1)C(=O)NCc1ccco1 | -6 | 4

Quoted at random: 6 compounds from above, in no set order.
SMILES | mHTT-CaM PPI inh | Pf apPOL block
Oc1oc(-c2ccccc2)nc1C=Nc1ccc(Br)cc1Br | 2 | -4
O=C(Nc1ccc(F)c(F)c1)c1ccc(F)c(S(=O)(=O)NCc2ccco2)c1 | 0 | -21
O=c1c2cc3c(=O)n(-c4ccncc4)c(=O)c3cc2c(=O)n1-c1ccncc1 | 2 | -11
CCOC(=O)N1CCc2nc(NC(=O)c3cc(Cl)sc3Cl)sc2C1 | -7 | -6
O=C(Nc1cccc(O)c1)c1cnn2c1NC(c1cccs1)CC2C(F)(F)F (stereo not drawn) | 7 | -2
C1=C(c2ccccc2)CCN(c2nc3cccnc3s2)C1 | 3 | -7

Later entries
SMILES | mHTT-CaM PPI inh | Pf apPOL block
NS(=O)(=O)c1cc(C(=O)Nc2ccccc2F)c(Cl)cc1Cl | -2 | -3
CCOC(=O)N1CCN(C(=O)CSc2ccc(NC(=O)c3ccco3)nn2)CC1 | -7 | -1
CSc1nc2n(n1)C(c1ccccc1[N+](=O)[O-])C1=C(CC(C)(C)CC1=O)N2 (stereo not drawn) | 5 | -16
O=C(O)c1cc(N2C(=O)/C(=C/c3ccc([N+](=O)[O-])cc3)C=C2c2ccccc2)ccc1O | 88* | -4
Cc1nn(Cc2ccccc2)c(C)c1/C=C/c1onc(C)c1[N+](=O)[O-] | -3&-7 | -9&-1
CNC(=O)c1cc2c(=O)n3cccc(C)c3nc2n(CCc2ccccc2)c1=N | 6 | -6
CC1(C)CC(=O)C2=C(C1)N(c1ncn[nH]1)C(N)=C(C#N)C2c1cccs1 (stereo not drawn) | 9 | -2
COc1ccc(CC(=O)N2CC3CC(NC(=O)c4cccs4)C2C3)cc1Cl (stereo not drawn) | 1 | -3
COc1ccccc1NC(=O)C1CCN(c2nccc(C)n2)CC1 | -4 | 5
CCN(C(=O)Cc1c(C(=O)O)n(CC)c2ccccc12)c1cc(OC)ccc1OC | 4 | -1
CC(CC(=O)O)C(C)c1ccccc1 (stereo not drawn) | -2 | -2
CN(CC(=O)N1CCN(Cc2ccccc2)CC1)S(=O)(=O)c1ccc(Br)cc1 | 8 | -6
CCC(Sc1nnnn1C)C(=O)Nc1ccc(Br)cc1 (stereo not drawn) | -1 | -3
COc1cc(OC)cc(C(=O)N2CCCC3(C2)Nc2ccccc2NC3=NC(C)(C)C)c1 (stereo not drawn) | 21 | 4
CCNC(=O)N1CCOc2ccccc21 | 5 | -4
O=C(NCc1ccco1)c1c(F)c(F)c(F)c(F)c1F | -5 | 6
Cc1ccccc1OCC(=O)N1N=C(c2ccc(Cl)cc2)CC1(O)C(F)(F)F (stereo not drawn) | 96* | 4
O=C(Cc1ccc(Cl)cc1)N1CCCC1c1cccc(F)c1 (stereo not drawn) | 16 | -1
Cc1cc(C)n(CC(=O)N2CCCC3(C2)Nc2cccnc2NC3=NC2CCCC2)n1 (stereo not drawn) | -1 | -2
N#Cc1ccc(Oc2cccc(-c3cnc4ccccc4n3)c2)c([N+](=O)[O-])c1 | 4 | 2
Cc1ccc(F)cc1NC(=O)C1CN(C(=O)c2ccncc2)CC12CCCCC2 (stereo not drawn) | 14 | 0
O=C(c1ccc2nc(N3C(=O)c4ccccc4C3=O)sc2c1)N(CCO)c1ccccc1 | 7 | -5
O=C(Nc1ccccc1-c1nc2ccccc2[nH]1)c1cccc([N+](=O)[O-])c1 | 17 | 3
COc1ccccc1CNC(=O)C1CCCN(S(=O)(=O)N2CC(C)CC(C)C2)C1 (stereo not drawn) | 7 | -6
N#Cc1ccc(N=c2oc3ccc(Cl)cc3cc2C(N)=O)cc1 | -3 | -2
SMILES | mHTT-CaM PPI inh | Pf apPOL block
O=C(CSCc1ccc(Cl)cc1)NCC1CCCO1 (stereo not drawn) | -7 | 1
c1ccc(OCCn2c(C3CCCO3)nc3ccccc32)cc1 (stereo not drawn) | 7 | -5
Cc1cccc(C(=O)N2CCCC(COc3ccc(C(=O)N4CCCCC4)cc3)C2)c1 (stereo not drawn) | 8 | -5
COc1ccc(-n2nc3c(c2NC(=O)C2CC2)CS(=O)(=O)C3)cc1 | -2 | -3
CCOc1cc(CN2CCc3ccccc3C2)ccc1OC | -3 | 0
COC(=O)Nc1ccc(S(=O)(=O)N2CCC(C(=O)N3CCCC(C)C3)CC2)cc1 (stereo not drawn) | 5 | -4
COc1ccc(-c2oc3ncn(CCCO)c(=N)c3c2-c2ccc(OC)cc2)cc1 | 24 | -1
O=C(NCc1cccnc1)c1ccc(CSCc2ccccc2Cl)o1 | 13 | -18
COC(=O)c1cccc(C(=O)N2CCN(c3ccccc3F)CC2)n1 | -2 | -8
CCc1c(O)nc(SCC(=O)Nc2cccc(Cl)c2C)n(-c2ccccc2)c1=O | 2 | -1
CCCCNC(=O)C1CCCN(c2ncc(-c3ccccc3)cn2)C1 (stereo not drawn) | -8 | 3
Cc1ccc(OCCSc2nc3ccccc3c(=O)[nH]2)c(C(C)C)c1 | -10 | -6
COc1cc2nc(CCc3ccccc3)oc(=O)c2cc1OC | -4 | -1
COc1ccc2occ(C(=O)c3ccccc3Cl)c(=O)c2c1 | 32 | -7
COc1ccc(-n2cnc3ccccc32)cc1 | 0 | -5
CCNC(=O)C1CC(c2ccccc2)CN(C(=O)C2CC2)C1 (stereo not drawn) | -5 | -3
O=C(NC(=S)Nc1ccc(C23CC4CC(CC(O)(C4)C2)C3)cc1)C12CC3CC(CC(C3)C1)C2 | -2 | 1
CC(C)(C)C(=O)Nc1c2c(nn1C(C)(C)C)CSC2 | 28 | -2
Cc1ccccc1C(=O)Nc1sc2c(c1C(=O)N1CCCC(C)C1)CCC2 (stereo not drawn) | 2 | -5
COc1ccc(N2CCN(Cc3cc[nH]c(=O)c3)CC2)cc1 | -6 | -5
